# PMI activator – phosphomannose isomerase (human) activation; purified human PMI, coupled resazurin fluorescence, 20 min; active compounds read high; 1 = vehicle control, 0 substrate-free wells; 190,000 compounds, 0.005% hits; activation factor at 20 µM;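 active = activation factor of 2 or more at 20 µM, relative to plate controls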
# L major viab – reduces viability of Leishmania major promastigotes | inhibition, % at 10 µM | resazurin fluorescence viability | AID 1063 | 200,000 compounds, 9% hits;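 also: promastigotes grown with compound for 44 hours at 28 °C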
# G6PDH CS – L. mesenteroides G6PDH inhibition counter-screen; Purified L. mesenteroides G6PDH, diaphorase/resazurin coupled fluorescence, 45 min; inhibition, % at 5 µM; 200,000 compounds, 0.12% hits
# Hsp70 act – Hsp70 transcriptional activation, primary screen; activation, % at 10 µM; HeLa Hsp70 promoter luciferase reporter, luminescence; scaled: vehicle 0, proteasome-inhibitor control 100%; AID 1203; 200,000 compounds, 0.04% hits;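 active = activation above the mean across all tested compounds plus 3 SD, cutoff set per campaign, cut at about 5.5% in these data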;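 also: 100% = MG132 at 30 µM as the positive control and 0% = DMSO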
# Diaph inh CS – diaphorase inhibition or chemical oxidation counter-screen; inhibition, % at 20 µM; 190,000 compounds, 0.69% hits; diaphorase resazurin-to-resorufin fluorescence, NADH, 16 min; bacterial (C. kluyveri) enzyme, not human;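 active = primary screen inhibition at 20 µM above a set limit, cut at about 50% in these data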;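 also: plate controls were DMSO with full reaction for no effect and wells lacking NADH for full effect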
#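 Test system: bacterial diaphorase enzyme (C. kluyveri); Quantity: 0.14 U/mL diaphorase, enzyme working solution; Times: reaction incubation of 16 min at room temperature; Measured by: fluorescence of resorufin formed from resazurin, Ex 544/Em 590 nm; Benchmarks: positive control minus NADH, DMSO neutral control.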
# S1P3 antagonist – antagonists of human S1P3 receptor | CHO S1P3 NFAT-BLA reporter, FRET fluorescence, antagonist mode | inhibition, % at 4.98 µM | 170,000 compounds, 0.27% hits | AID 485;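 active = inhibition above the plate cutoff, the mean inhibition of test wells on that plate plus 3 SD, cut at about 28% in these data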;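 also: cells challenged with S1P at its EC80 of 0.8 µM; blue over green emission ratio from cleaved BLA substrate after 4 h stimulation; 0% = S1P-stimulated wells and 100% = unstimulated DMSO-only wells; some compounds past the cut are filed as inactive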
# PMI act satM6P – PMI (human) activation, high substrate. P34949. coupled PMI enzyme assay, resazurin fluorescence, 20 min; active compounds read high; 1 = untreated enzyme, 0 = substrate-free blank. activation factor at 20 µM. 190,000 compounds, 0.34% hits;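 active = activation factor of 2 or more at 20 µM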
#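 Technique: Diaphorase-driven resazurin-to-resorufin fluorescence, excitation 544, emission 590 nm | Assay system: Human PMI in coupled enzyme assay | Times: Enzyme reaction with compound 20 min at room temperature | Medium: HEPES-buffered pH 7.4 with magnesium and detergent | Reagent: Mannose-6-phosphate 1.0 mM (near-saturating) plus 0.22 mM NADP+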
# DTT redox prof – compounds producing H2O2 with reducing agent – biochemical, NIH compound library profiling, artefact control for MLSCN library redox annotation, primary screen. DTT-dependent redox cycling H2O2, phenol red/HRP absorbance; 100% = 100 µM peroxide control, 0% = buffer. activation, % at 10 µM. 200,000 compounds, 0.03% hits. AID 878;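 active = activation of at least 50% relative to the plate's high and low controls in the primary single-dose screen; inactive = activation below 50%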;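 also: compound incubated with DTT at 0.8 mM final as the reducing agent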
# Diaph act CS – diaphorase activation or chemical reduction counter-screen; Diaphorase/resazurin coupled assay, resorufin fluorescence, 16 min; active compounds read high; 1 = vehicle wells, 0 = NADH-free wells; activation factor at 20 µM; 190,000 compounds, 0.005% hits;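 active = diaphorase activity raised at least twofold by the compound at 20 µM; inactive = activation factor below 2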
#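 Material: Clostridium kluyveri diaphorase, purified enzyme; Quantity: enzyme 0.07 U/mL final; Medium: HEPES pH 7.4 buffer with MgCl2 and Tween 20; Dosing: single compound dose of 20 µM, 1% DMSO final; Schedule: 16 min reaction at room temperature; Measured by: red resorufin fluorescence at 544/590 nm excitation/emission.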
# RAM network inh – yeast RAM network inhibition; S. cerevisiae dse1pr::URA3 reporter, 5-FOA growth OD615, 2 d; analog-sensitive cbk1-as2 kinase mutant strain; AID 868; inhibition, % at 50 µM; 190,000 compounds, 1.8% hits;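 active = inhibition above a set limit, 3 SD over mean compound inhibition, cut at about 8.4% in these data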;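 also: 0% = DMSO-only wells with no growth and 100% = 10 µM 1-NA-PP1 full growth; inhibition rescues growth on 5-FOA so higher OD means more RAM inhibition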
# TLR4 MyD88 comp – inhibitors of human TLR4-MyD88 binding; O00206+Q99836; HeLa CL3-4 TLR4/MyD88 BLA complementation, FRET ratio; inhibition, % at 8.4 µM; 200,000 compounds, 0.18% hits; AID 861; in the data active = inhibition above about 25%;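 also: 0% = vehicle and 100% = reference inhibitor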
# Target sequence (O00206 whole entry, looked up): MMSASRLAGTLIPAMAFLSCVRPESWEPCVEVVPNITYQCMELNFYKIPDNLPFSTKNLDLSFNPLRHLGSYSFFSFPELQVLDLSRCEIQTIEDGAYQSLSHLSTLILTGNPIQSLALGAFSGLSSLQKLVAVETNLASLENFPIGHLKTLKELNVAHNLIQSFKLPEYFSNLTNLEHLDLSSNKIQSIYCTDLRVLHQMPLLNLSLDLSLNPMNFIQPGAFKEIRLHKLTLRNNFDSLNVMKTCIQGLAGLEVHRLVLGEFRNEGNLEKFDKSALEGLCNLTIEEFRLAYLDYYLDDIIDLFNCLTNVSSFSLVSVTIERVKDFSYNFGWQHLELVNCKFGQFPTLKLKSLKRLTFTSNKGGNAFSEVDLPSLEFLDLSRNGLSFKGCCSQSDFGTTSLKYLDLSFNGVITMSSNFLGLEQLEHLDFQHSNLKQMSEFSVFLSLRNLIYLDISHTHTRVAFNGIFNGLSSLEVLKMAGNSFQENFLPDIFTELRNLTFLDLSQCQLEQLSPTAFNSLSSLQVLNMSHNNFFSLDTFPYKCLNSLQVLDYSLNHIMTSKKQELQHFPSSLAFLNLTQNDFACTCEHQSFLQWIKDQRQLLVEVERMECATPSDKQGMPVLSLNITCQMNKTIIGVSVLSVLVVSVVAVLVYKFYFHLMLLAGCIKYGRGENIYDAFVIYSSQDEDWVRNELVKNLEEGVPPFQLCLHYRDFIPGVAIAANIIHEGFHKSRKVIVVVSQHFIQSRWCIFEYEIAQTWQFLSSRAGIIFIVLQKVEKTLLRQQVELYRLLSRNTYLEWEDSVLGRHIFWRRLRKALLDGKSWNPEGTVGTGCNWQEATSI
# Target sequence (Q99836 whole entry, looked up): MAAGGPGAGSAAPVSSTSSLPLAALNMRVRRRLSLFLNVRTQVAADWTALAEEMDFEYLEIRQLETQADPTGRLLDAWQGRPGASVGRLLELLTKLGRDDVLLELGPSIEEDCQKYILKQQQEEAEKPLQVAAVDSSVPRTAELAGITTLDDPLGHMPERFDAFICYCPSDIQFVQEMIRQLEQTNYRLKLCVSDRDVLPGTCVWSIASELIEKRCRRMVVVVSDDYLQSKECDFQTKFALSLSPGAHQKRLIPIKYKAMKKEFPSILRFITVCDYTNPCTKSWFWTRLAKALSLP
# * hit, by the source's call; / = not tested or not shown. Rule as the data show it, unless noted: active = inhibition above about 50%; inactive = the rest.
SMILES,PMI activator,L major viab,G6PDH CS,Hsp70 act,Diaph inh CS,S1P3 antagonist,PMI act satM6P,DTT redox prof,Diaph act CS,RAM network inh,TLR4 MyD88 comp
C/C(=N\Nc1ccccn1)c1ccc2c(c1)OCO2,1,24,-4,0.4,5,-23,0.8,0.1,1,0.7,-14
COc1ccccc1NS(=O)(=O)c1ccc(O)c(C(=O)OCC(=O)c2ccc(Cl)cc2Cl)c1,1.1,-14,12,-0.2,20,-8,0.9,-3.8,0.8,5.5,7
CCN(C(=O)c1ccc(C(C)(C)C)cc1)c1nnc(Cn2nnc3ccccc32)s1,0.8,54*,7,-0.1,32,15,0.8,0.8,0.7,3.0,-1
O=C(O)c1ccc(/C=C2\SC(=Nc3ccccc3)N(c3ccccc3)C2=O)cc1,1.1,3,-1,0.0,44,-9,1.1,0.8,0.6,6.0,-8
O=c1nc2ccccc2c2n1CC(CN1CCN(c3ccccc3F)CC1)N2 (stereo not drawn),1,2,6,-0.3,12,/,0.9,2.7,0.9,3.5,8
O=C1COc2ccc(C(=O)COC(=O)CNC(=O)c3ccco3)cc2N1,1,-10,3,-0.4,3,-18,1,0.3,1,1.0,3
O=C(Nc1ccc2oc(-c3ccc(Cl)c(Cl)c3)nc2c1)c1ncn[nH]1,1.2,-1,0,-0.3,-14,/,1.1,0.0,1.1,0.8,6
COc1ccc(N2C(S)=C(C#N)C(=O)NC2c2ccco2)cc1 (stereo not drawn),1.2,-6,-3,-0.1,8,10,1.2,-0.3,0.9,0.7,-5
O=C(O)CCCCc1nc2ccccc2s1,1,-4,8,0.1,0,/,1.1,0.2,1,0.0,0
O=S1(=O)CCN(C(CCO)c2cccc(C(F)(F)F)c2)CC1 (stereo not drawn),1.1,-5,-2,-0.1,-5,-15,1,-0.2,1,0.6,1
COc1ccc(C(CC(=O)Nc2ccc(Cl)cc2F)NC(=O)C(F)(F)F)cc1 (stereo not drawn),0.9,-6,-10,-0.3,4,/,0.9,1.7,1,4.1,1
c1cc(CNCCCN2CCOCC2)ccn1,1.1,-7,11,0.2,4,/,0.7,-3.6,1,-0.1,4
C=CCN(C(=O)CNC(=O)c1cccs1)C(C(=O)NC(C)(C)C)c1ccccc1 (stereo not drawn),1.1,2,8,-0.3,-7,8,1.1,0.2,1.1,1.7,-2
Cc1ccc(C(=O)C(C)Oc2cccc(NC(=O)c3ccco3)c2)cc1 (stereo not drawn),1,97*,0,-0.3,0,/,1,0.8,1,2.9,13
NC(=O)CCS(=O)(=O)c1ccc(Cl)cc1,0.9,-6,14,0.1,4,-9,1,0.2,1,1.9,-14
COc1ccc(C(=O)Nc2cccc(OC)c2)cc1,0.9,-4,7,-0.5,11,20,1,3.0,0.9,0.0,1
Cc1cc(=O)n2c(-c3ccccc3C)n[nH]c2n1,0.9,-4,3,-0.1,7,-7,1,4.0,0.9,1.3,-6
CC1(C)CCC(C)(C)NC(=S)N1,1.1,-3,3,-0.1,17,-3,1.1,0.2,0.8,-0.1,-4
CCOc1ccc(-n2c(N)c(C(=O)NCc3cccnc3)sc2=S)cc1,0.9,-8,15,0.2,12,/,0.9,2.4,0.9,3.3,-14
N/C(Cc1ccc([N+](=O)[O-])cc1)=N\OC(=O)C(c1ccccc1)c1ccccc1,0.9,49,8,0.3,22,/,0.9,2.0,0.8,8.2,6
Cc1csc2nc(CNC(=O)C3CC=CCC3C(=O)O)cn12 (stereo not drawn),0.8,-6,-15,0.0,13,4,0.8,-0.9,0.9,0.5,-10
C/C(=N/NC(=O)c1ccc(C)s1)c1cccc(NC(=O)COc2ccc(Cl)cc2C)c1,1,-3,2,0.4,4,/,1,-1.4,1,3.9,9
CNC(=O)c1cc2ccc(OC)cc2oc1=O,0.9,5,-20,-0.1,6,-1,0.9,1.6,0.9,1.6,1
Cc1ccc(S(=O)(=O)N2CC(=NO)C2)cc1,0.9,1,5,-0.5,19,66*,0.9,-1.2,0.8,0.2,2
Cn1c(CSCc2ccc(F)cc2)nnc1SCC(=O)Nc1nccs1,0.9,2,4,-0.4,29,10,0.8,1.9,0.7,2.1,7
Cc1cccc(C)c1NC1=NCCCCC1,1.1,-4,8,0.0,0,-9,1.1,-0.1,1,0.9,1
O=C(CN1CCCC1)NN=C(c1ccccc1)c1ccccc1,1,3,2,0.0,4,-17,1,-1.5,1,0.7,-11
CC1=C/C(=N\NC(=S)Nc2cccnc2)CC(C)(C)C1,0.8,99*,1,-0.1,42,6,0.7,-2.4,0.6,2.6,13
Cc1ccc(NC(=O)COc2ncnc3c(Cl)cc(Cl)cc23)cc1[N+](=O)[O-],0.8,48,8,-0.5,-1,5,1,-0.2,1,1.7,-17
CCc1cc(=O)oc2cc(C)c3c(C)coc3c12,0.9,-4,-6,-0.1,8,1,1,-2.9,0.9,2.2,2
O=[N+]([O-])c1cc(Cl)ccc1NCCNS(=O)(=O)c1ccccc1,0.8,1,14,-0.2,16,-13,0.9,0.0,0.8,6.6,3
COc1ccc(CNC(=O)C/C(C)=N/NC(=O)Cc2ccc(OC)cc2)cc1,1,-6,-15,0.1,6,-3,1.1,0.0,0.9,1.2,-17
CC(=O)Nc1ccc(OC(=O)c2ccco2)cc1,1,-4,6,-0.4,-7,/,1.1,1.4,1.1,2.3,0
Cn1c(CNC(=O)Nc2ccccc2)nnc1SCc1ccccc1,1,-1,0,-0.2,10,-1,1.1,1.3,0.9,-0.8,-1
COC(=O)c1ccc(OC)c(CSc2nnc(COc3cccc(C)c3)o2)c1,0.8,-8,-6,-0.1,22,-20,0.8,-2.2,0.8,6.8,-2
COC(=O)c1ccc(-n2nnnc2SCC(=O)NCc2cccc(C(=O)O)c2)cc1,1.1,8,-1,-0.3,-3,-20,1.1,-0.1,1,5.0,-11
O=C(Nc1cccc(Cl)c1)Nc1nnc(-c2ccncc2)s1,1,65*,-3,-0.2,20,18,1,0.1,0.8,0.5,-3
CC(=O)Nc1ccc(/C(C)=N/NC(=O)c2ccc(F)cc2)cc1,1.1,-5,-3,-0.4,9,-1,1.1,-0.1,0.9,2.8,-3
Fc1cc2nc(-c3ccncc3)[nH]c2cc1F,1,8,10,-0.2,8,/,0.9,-0.4,0.9,0.3,-5
Cc1ccccc1NC(=O)c1sc2nc3c(c(-c4ccco4)c2c1N)CCCC3,0.9,8,-1,0.3,26,/,1,0.5,0.7,4.8,17
COc1ccc(NC(=O)Cn2nnc(-c3ccccc3NS(=O)(=O)c3ccc(OC)cc3)n2)cc1,1,69*,-3,-0.1,16,7,1.1,-0.1,0.8,9.5*,-14
COc1ccc(N(CC(=O)Nc2ccc(C)cc2C)S(=O)(=O)c2ccccc2[N+](=O)[O-])c(OC)c1,0.8,9,3,-0.1,11,-8,0.9,-0.9,0.9,5.2,-7
Cc1[nH][nH]c(=O)c1C(c1c(C)[nH][nH]c1=O)c1cn(Cc2ccc(F)cc2)c2ccccc12,0.7,99*,26,-0.3,45,3,0.4,0.2,0.6,0.4,9
O=c1ccnc(SCCC(F)=C(F)F)[nH]1,1.3,-10,8,-0.1,2,-12,1.2,-0.3,1,-0.1,19
Cc1ccc(C(=O)Oc2coc(CSc3nnc(NC(=O)C4CC4)s3)cc2=O)cc1C,0.9,-6,-8,-0.2,13,-17,0.9,0.2,0.9,2.0,3
O=C1CCCC2=C1C(c1ccc3c(c1)OCO3)c1c([nH]n(-c3ccccc3)c1=O)N2 (stereo not drawn),1.1,-5,2,-0.5,17,-23,0.9,-1.3,0.8,2.4,9
COc1cc(/C=N/NC(=O)c2ccc(COc3cc(C)ccc3C(C)C)cc2)cc(OC)c1O,0.8,37,23,-0.5,17,-9,0.6,-0.1,0.8,0.8,0
COc1ccc(C(=O)Cc2cnn(-c3ccccc3)c2)c(O)c1,0.8,1,4,-0.2,13,/,0.9,0.1,0.9,2.8,8
O=C(NCCc1ccccc1)c1ccc(=O)oc1,0.9,0,-3,0.0,3,-41,1,-3.1,1,1.4,-4
Cc1nc(-c2cccc(Br)c2)ccc1C(=O)O,1.1,-13,-5,0.2,4,9,1,-1.7,1,0.6,8

# Other records:
SMILES,PMI activator,L major viab,G6PDH CS,Hsp70 act,Diaph inh CS,S1P3 antagonist,PMI act satM6P,DTT redox prof,Diaph act CS,RAM network inh,TLR4 MyD88 comp
O=C(NC1CCCCC1)c1ccc(Cn2cc(Cl)cn2)cc1,1,0,1,-0.2,9,/,0.9,0.2,0.9,2.3,-6
CCCN1CN(Cc2ccco2)c2nc3ccccc3n2C1,0.9,19,5,-0.3,10,-13,0.8,-0.2,0.9,0.0,1
CCOC(=O)c1ccccc1N1C(=O)CSC1=S,1,-3,-1,-0.4,9,/,1,-0.1,0.9,0.2,-10
Cc1cc(NC(=O)CSCC(=O)N(c2ccc(F)cc2)C(C(=O)NC2CCCCC2)c2ccc(O)c(O)c2)no1 (stereo not drawn),0.5,-3,14,0.4,32,-7,1,0.1,0.7,6.4,2
COC(=O)c1ccc(N2CCS(=O)(=O)CC2)cc1,1.2,-6,6,-0.3,-4,5,1,-0.3,1,0.9,-3
CC1CC(=O)c2cnc(Nc3cccc(C(F)(F)F)c3)nc2C1 (stereo not drawn),1.1,13,11,-0.1,-10,1,1.1,-3.3,1.1,2.4,-6
COc1ccc(C(=O)NNC2=CC(=O)CC(C)(C)C2)cc1,0.9,0,-20,-0.2,12,-25,0.8,0.0,0.9,2.2,-17

# Taken from above, three compounds:
SMILES,PMI activator,L major viab,G6PDH CS,Hsp70 act,Diaph inh CS,S1P3 antagonist,PMI act satM6P,DTT redox prof,Diaph act CS,RAM network inh,TLR4 MyD88 comp
COC(=O)c1ccc(N2CCS(=O)(=O)CC2)cc1,1.2,-6,6,-0.3,-4,5,1,-0.3,1,0.9,-3
CC1CC(=O)c2cnc(Nc3cccc(C(F)(F)F)c3)nc2C1 (stereo not drawn),1.1,13,11,-0.1,-10,1,1.1,-3.3,1.1,2.4,-6
COc1ccc(C(=O)NNC2=CC(=O)CC(C)(C)C2)cc1,0.9,0,-20,-0.2,12,-25,0.8,0.0,0.9,2.2,-17
